Bioassay records: PubChem BioAssay, National Center for Advancing Translational Sciences (NCATS)
KCNH2 3.1 inh = blocks the human KCNH2 3.1 channel isoform | U2OS KCNH2 3.1, thallium flux FluxOr; active compounds read low | activity change, % (tested at about 1.8 µM) | 340,000 tested, 0.95% active | AID 720553;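 active = maximum activity change below -70%; inconclusive = maximum activity change from -70% to -50%; inactive = maximum activity change above -50%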;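 also: thallium influx rate constant from kinetic fluorescence after stimulation buffer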
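U2OS cells transduced with KCNH2 3.1 mutant virus (1.77 x 10^8 /mL, 4 h), plated overnight at 37 C, loaded 45 min with FluxOr dye plus Red40 quencher. Thallium flux rate constant from kinetic reads after stimulation buffer, normalised to controls.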
uPA surface inh = inhibitors of cell surface uPA generation; Potency, µM (titrated, usually from 38.3 µM), for the others: top-dose activity change, negative = inhibition, usual class: inhibitors; 330,000 tested, 0.31% active; cell surface uPA generation assay, qHTS; active = well fitted inhibition curve with a large enough effect; inconclusive = small, poorly fitted or top-dose-only effect; inactive = no such curve, though single readings can be large or run the other way; tested in mouse RAW 264.7 cells; also: potency is read from the fitted curve at half-maximal effect; nearly all actives have a fitted effect of over 55% in size
PKM2 activator = increases activity of human pyruvate kinase M2 | Potency, µM (doses to about 57.5 µM), for the others: top-dose activation, usual class: activators | 260,000 tested, 0.34% active | AID 1631 | P14618 | purified PKM2, Kinase-Glo ATP luminescence, activation; response scale: 0% is enzyme alone, no compound; also: potency is read from the fitted curve at half-maximal effect; nearly all actives have a fitted effect of over 55% in size
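ATP formation by purified human PK-M2, quantified via coupled luciferase luminescence after 1 h at room temperature with 0.1 mM ADP and 0.5 mM PEP final.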
hERG WT inh = blocks the wildtype human KCNH2 potassium channel; Q12809; U2OS, BacMam KCNH2, thallium flux FluxOr; active compounds read low; activity change, % at 1.84 µM; 340,000 tested, 0.37% active;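 active = maximum activity change below -70%; inconclusive = maximum activity change between -70% and -50%; inactive = maximum activity change above -50%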
Target sequence (Q12809 whole entry, looked up): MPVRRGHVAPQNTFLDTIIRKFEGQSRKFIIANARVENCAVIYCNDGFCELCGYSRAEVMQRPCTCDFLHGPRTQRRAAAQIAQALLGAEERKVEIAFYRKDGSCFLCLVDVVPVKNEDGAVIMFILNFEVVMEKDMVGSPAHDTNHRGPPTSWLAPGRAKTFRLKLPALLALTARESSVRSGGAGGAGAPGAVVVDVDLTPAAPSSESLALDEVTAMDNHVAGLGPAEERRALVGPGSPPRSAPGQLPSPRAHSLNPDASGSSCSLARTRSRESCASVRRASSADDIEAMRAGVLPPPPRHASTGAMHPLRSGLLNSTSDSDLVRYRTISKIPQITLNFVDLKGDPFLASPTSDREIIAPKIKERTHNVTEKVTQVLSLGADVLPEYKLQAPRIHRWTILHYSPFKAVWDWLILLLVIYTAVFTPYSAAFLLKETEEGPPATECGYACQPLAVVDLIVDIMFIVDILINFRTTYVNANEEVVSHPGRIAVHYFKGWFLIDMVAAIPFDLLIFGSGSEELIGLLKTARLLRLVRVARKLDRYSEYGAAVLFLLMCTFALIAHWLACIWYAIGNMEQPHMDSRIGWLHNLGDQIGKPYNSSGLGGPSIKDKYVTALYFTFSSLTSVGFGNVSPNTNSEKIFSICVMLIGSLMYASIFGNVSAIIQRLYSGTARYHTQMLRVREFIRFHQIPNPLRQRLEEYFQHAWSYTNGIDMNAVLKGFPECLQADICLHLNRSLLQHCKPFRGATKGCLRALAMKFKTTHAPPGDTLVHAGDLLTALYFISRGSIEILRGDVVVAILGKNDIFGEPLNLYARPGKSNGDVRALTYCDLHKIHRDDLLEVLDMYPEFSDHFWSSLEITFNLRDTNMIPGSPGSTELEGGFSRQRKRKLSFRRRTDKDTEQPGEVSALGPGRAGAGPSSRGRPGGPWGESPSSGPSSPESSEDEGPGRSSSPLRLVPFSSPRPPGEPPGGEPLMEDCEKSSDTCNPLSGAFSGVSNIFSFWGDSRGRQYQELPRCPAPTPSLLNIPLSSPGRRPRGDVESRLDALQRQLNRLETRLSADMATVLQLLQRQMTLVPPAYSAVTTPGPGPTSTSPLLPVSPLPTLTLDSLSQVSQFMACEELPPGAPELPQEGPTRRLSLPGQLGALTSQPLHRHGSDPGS
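U2OS cells were transduced with wild-type KCNH2 virus (2.03 x 10^8 / mL) for 4 h at room temperature, then cultured overnight at 37 C. Thallium flux was read with FluxOr dye. Rate constants were normalized to DMSO controls.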
Coupling enz = counter-screen for Giardia aldolase inhibitors: coupling enzyme system; coupling enzyme system counterscreen, AmpLite Red fluorescence; activity change, negative = inhibition, % at 58.2 µM, hits read low; 290,000 tested, 0.67% active; AID 2472; in the data active = activity change below about -30%
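Coupling enzymes only (glyceraldehyde-3-phosphate) + compound, at 57.5 uM final, 10 min RT; add substrate/coupling/AmpLite Red mix, 20 min RT; fluorescence ex 525/em 598 nm. Actives flag coupling-system interference.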
Chronic BCR inh = inhibitors of chronic active B-cell receptor signaling; Potency, µM (doses to about 46.1 µM), inactives show at the top dose ratio change, negative = lower green/red ratio, hits mostly inhibitors; AID 493014; ABC-DLBCL IkBa-CBG/CBR reporter, luminescence ratio, 4 h; 340,000 tested, 0.05% active; active = well fitted inhibition curve with a large enough effect in the signal ratio, with a control signal flat, not every such curve was filed as active; inconclusive = small, poorly fitted or top-dose-only effect, or effect the other way, or a change in a side signal; the % refers to the signal ratio;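 also: potency is read from the fitted curve at half-maximal effect; plate controls were basal doxycycline-induced cells for no effect and cells given 10 µM MG132 for full effect; MG132 reads +100%, hits lower the ratio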
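Compounds up to 46 uM were incubated four hours with TMD8 cells whose green CBG68 luciferase is fused to IkappaBalpha; red CBR luminescence normalised the signal, and concentration-effect curves were fitted to fusion, red and ratio data.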
GALK inhibitor = inhibitors of human galactokinase | P51570 | Purified GALK, Kinase-Glo residual ATP luminescence | Potency, µM (highest dose often 57.5 µM), without a hit: at the top dose activity change, negative = inhibition, actives largely listed as inhibitors | 270,000 tested, 0.007% active | AID 1868; also: potency is read from the fitted curve at half-maximal effect
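The enzyme phosphorylates galactose (100 uM) using ATP (35 uM); inhibition is detected as higher residual ATP, quantified by bioluminescence after 1 h reaction at room temperature, pH 8.0.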
Eya2 phos inh = Eya2 (human) phosphatase inhibition; AID 488837; 330,000 tested, 0.006% active; Potency, µM (doses to about 76.9 µM), inactives show top-dose activity, negative = inhibition, actives largely listed as inhibitors; O00167; recombinant Eya2, OMFP fluorescence dephosphorylation (OMFP is methylfluorescein phosphate); also: potency is read from the fitted curve at half-maximal effect
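Eya2 (0.2 uM) preincubated 10 min at ambient with compound, then OMFP substrate added at 50 uM; 10 min reaction in 50 mM HEPES pH 7.5, 50 mM NaCl, 5 uM MgCl2, 0.05% BSA, 1 mM DTT. Fluorescence read at Ex 485/Em 525 nm.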
Giardia killer = Giardia lamblia killing. Giardia lamblia trophozoite viability. activity change, % at 7.66 µM, hits read low. 340,000 tested, 0.15% active. AID 540267; in the data active = activity change below about -80%; inconclusive = between about -30% and that limit;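 also: parasites exposed to compound for two days anaerobically before the ATP read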
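Giardia trophozoites, 100 cells per well, were exposed to compounds for 48 hrs at 37 deg C under anaerobic conditions; viability was then read as ATP content by bioluminescence after 15-30 min at room temperature.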
USP2a inh = inhibitors of human ubiquitin-specific protease USP2a; Potency, µM (top dose mostly 38.3 µM), without a hit: at the top dose activity change, negative = inhibition, hits mostly inhibitors; USP2 core, Ub-CHOP2 coupled fluorogenic reporter, 485/531; O75604; AID 463254; 330,000 tested, 0.01% active;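 also: potency is read from the fitted curve at half-maximal effect; plate controls were DMSO wells for no effect and full inhibition by NEM control for full effect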
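Deubiquitinase activity read as fluorescence (485/531 nm) after Ub-CHOP2 cleavage activates the enterokinase reporter on its substrate; USP2 core 10nM, Ub-CHOP2 and substrate 25nM each, 30min compound preincubation then 60min RT; data normalized to NEM, curves fitted.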
B2AR arrestin = recruits beta-arrestin to the human beta2-adrenergic receptor | 330,000 tested, 0.02% active | beta-arrestin recruitment to beta2AR, cell-based reporter | P07550 | Potency, µM (titrated, usually from 46.1 µM), without a hit: at the top dose activation, most hits filed as activators | AID 492947;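 also: potency is read from the fitted curve at half-maximal effect; 0% = DMSO controls and full agonism = EC100 isoproterenol or metaproterenol; nearly all actives have a fitted effect of over 65% in size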
Starred values were filed as active, the others as inactive; ? = inconclusive; . = no result given; & = joins results of further samples; [ ] = remark or other dose. Unless noted, calls follow the shape of the dose curve; as a rule, active = well fitted curve in the direction sought with a large enough effect; inconclusive = small, poorly fitted or top-dose-only effect, or another doubt; inactive = no such curve, though single readings can be large; an effect the other way counts as inactive or inconclusive. Unless noted, % is scaled to controls: 0 for no effect and ±100 for the full control effect.

molecule	KCNH2 3.1 inh	uPA surface inh	PKM2 activator	hERG WT inh	Coupling enz	Chronic BCR inh	GALK inhibitor	Eya2 phos inh	Giardia killer	USP2a inh	B2AR arrestin
Cn1cccc1/C=C1\SC(=O)N(CC(=O)Nc2ccc(F)cc2)C1=O	3	-5%	-2%	1	2	0%	5%	-15%	-5	0%	-0.9%
Nc1cc(S(=O)(=O)N2CCOCC2)ccc1Oc1ccc(F)cc1	17	-4%	4%	-1	1	-8%	-5%	0%	8	1%	0.0%
Cc1c(C#N)c2ccccc2n1CC(=O)NCc1cccnc1	-2	3%	2%	-4	2	?	-6%	13%	-2	2%	-0.6%
C/C(=N\NC(=O)CSc1nc2ccccc2c(=O)n1-c1ccccc1C)c1cccs1	-10	5%	-6%	0	2	?	2%	3%	-6	0%	-0.5%
COc1ccc(C2=CCC3CCCCN3C2)cc1OC (stereo unspecified)	9	0%	.	20	.	-1%	.	10%	9	5%	-0.1%
Cc1oc(-c2cccs2)nc1CN1CCN(C2CCCC2)C(CCO)C1 (stereo unspecified)	-6	1%	-6%	6	0	-6%	13%	8%	-19	2%	-0.3%
CCOC(=O)N1CCC(N2Cc3cccc(C(=O)Nc4ccc(N(CC)CC)cc4C)c3C2=O)CC1	0	6%	2%	-1	-6	1%	1%	?	-11	0%	-0.1%
CCCCC1=CC2=CC(=O)C(C)(OC(=O)CC)C(=O)C2=CN1CCc1c[nH]c2ccccc12 (stereo unspecified)	-1	10%	-2%[11.5 µM]	2	-2&-28	5%	0%	-1%	-22	8%	0.1%
O=C(Nc1ccc(Cl)cc1)Nc1nnc(Cc2ccc([N+](=O)[O-])cc2)s1	5	7%	-6%	14	10	?	0%	-3%	24	1%	-0.2%
COc1cccc(CC2CC(=O)N(c3ccc4c(C)cc(=O)oc4c3)C2=O)c1 (stereo unspecified)	12	-3%	-9%	3	1	-5%	-4%	3%	-12	3%	-0.3%
O=C(COC(=O)CNC(=O)c1ccco1)Nc1ccc(F)cc1	-3	.	-7%	-8	1	8%	0%	0%	?	-5%	0.2%
CCOC(=O)c1c(NC(=O)CN2C(=O)c3ccccc3C2=O)sc(Cc2ccc3c(c2)OCO3)c1C	-14	5%	-4%	10	-1	6%	.	-3%	-11	2%	-1.8%
COc1cccc(-c2ccc(C#N)c(OC(=O)c3ccc(Cl)cc3)n2)c1	3	8%	-6%	4	10	-11%	1%	4%	1	5%	-0.2%
CCn1cc(S(=O)(=O)NCc2ccccc2Br)cn1	2	-1%	2%	-4	1	-2%	-1%	12%	14	0%	0.4%
O=C(NC1CC2CCCC(C1)N2C(=O)N1CCCCC1)C1CCCCC1 (stereo unspecified)	-1	3%	-9%	1	-1	3%	3%	17%	-2	2%	-0.4%
CCCN(CC(=O)Nc1ccccc1C)C(=O)c1oc2ccc(OCC)cc2c1C	10	-3%	.	2	.	-1%	.	-6%	16	-2%	-0.8%
Cc1cc(CNC(=O)Cn2nc(C)c([N+](=O)[O-])c2C)c2ccccc2n1	10	-11%	-3%	1	2	?	0%	1%	3	0%	-0.4%
COc1ccccc1N1CCN(C(=O)NCc2ccc(Cl)cc2)CC1	1	-2%	-2%	0	-1	17%	-2%	-19%	-1	-2%	0.5%
O=[N+]([O-])c1ccc(N2CCNCC2)cc1Sc1nc2ccccc2[nH]1	-9	6%	1%	12	2	-17%	2%	-2%	-2	-3%	0.1%
Cc1cccc(NC(=O)CSc2nc3[nH]ncc3c(=O)[nH]2)c1C	-1	-4%	-16%	-1	-2	?	-1%	-6%	3	-1%	-0.4%
COc1ccc(C(C(=O)NCc2ccccc2)N(Cc2cccnc2)C(=O)c2snc(C(N)=O)c2N)cc1OC (stereo unspecified)	15	0%	.	4	3	?	4%	13%	-5	0%	0.0%
Cc1ccc(S(=O)(=O)N2CCCC2)cc1C(=O)NCCOc1ccccc1	-6	-6%	.	3	.	2%	.	7%	0	0%	0.5%
N/C(=N\OC(=O)C12CC3CC(CC(C3)C1)C2)c1ccccn1	14	-1%	0%	9	-1	?	1%	1%	1	2%	-0.1%
COc1ccc(/C=C(/NC(=O)c2ccccc2)C(=O)N2CCC(C)CC2)cc1	-13	-2%	.	0	0	?	6%	4%	-1	3%	-0.3%
CCOC(=O)N1CCN(C(=O)COc2ccc(S(=O)(=O)NCC(C)C)cc2C)CC1	6	.	-3%	5	0	2%	-1%	0%	7	0%	0.3%
CSc1nnc(-c2ccccc2Cl)o1	-13	-2%	-1%	4	3	1%	1%	20%	-23	3%	-0.2%
Cc1ccc(C)c(NC(=O)CN(C)C(=O)[C@@H](NC(N)=O)C(C)C)c1	0	7%	-12%	-9	0	5%	2%	1%	-1	1%	-0.9%
O=C(Nc1cccc(Br)c1)c1ccc2nc(N3C(=O)CCC3=O)sc2c1	4	-1%	6%	1	1	?	-10%	24%	-9	0%	-0.5%
O=C(/C=C/c1ccc(Br)cc1)NCCCn1ccnc1	-7	1%	-2%	17	1	-1%	4%	11%	-6	0%	-0.1%
COc1cccc(N2C(=O)Nc3ccc(Br)cc3C2(O)C(=O)NCCCN(C)C)c1 (stereo unspecified)	4	1%	.	5	0	6%	2%	-8%	11	0%	0.6%
CN1CC2=Cc3ccccc3OC23Oc2ccccc2C=C3C1	-8	-14%	3%	5	-27	?	-1%	-9%	1	2%	7.0%
CNC(=O)c1ccc(OCc2ccccc2)c(OC)c1	-9	-5%	-2%	-1	1	-1%	0%	24%	7	0%	-0.1%
COc1ccc(CCNC(=O)C2CCN(S(=O)(=O)c3ccc(C)cc3)CC2)cc1OC	0	4%	1%	-13	7	-6%	-3%	-14%	4	-4%	-0.1%
CN(C)/C=C1\C(=O)NN=C1c1ccccc1	-29	9%	.	5	0	0%	1%	9%	-21	6%	0.0%
CCC(C)NC(=O)COC(=O)Cc1sc(N)nc1-c1ccc(C)cc1 (stereo unspecified)	-1	2%	14%	-5	1	0%	1%	7%	11	0%	-0.4%
COc1ccc2c(c1)nc1n2CN(CC2CCCO2)CN1Cc1ccccc1 (stereo unspecified)	.	.	0%	.	2	?	-1%	3%	.	-2%	-0.1%
CCOc1ccc(NC(=S)NNC(=S)Nc2cccc(C(F)(F)F)c2)cc1	-12	2%	-4%	3	-3	?	-1%	-8%	0	4%	4.9%
C/C(=N\NC(=O)CCC(=O)O)c1c(-c2ccccc2)c2cc(Br)ccc2[nH]c1=O	-26	0%	2%	-4	0	5%	-3%	9%	22	2%	-0.8%
COc1ccc(C(=O)NC(=S)N2CCCCC2)cc1	4	-3%	2%	-30	-4	6%	-1%	6%	64[activator]	5%	2.6%
COc1ccc([N+](=O)[O-])cc1NC(=O)CCN1CCOCC1	11	1%	.	-13	1	-1%	1%	-11%	-2	6%	-0.7%
O=C(Cc1ccc([N+](=O)[O-])cc1)N1CCN(c2ccc([N+](=O)[O-])cc2)CC1	-91*	?	1%	?	-2	10%	-3%	-2%	-28	-1%	0.1%
COc1ccccc1CCC(=O)OCC(=O)Nc1ccc2[nH]c(=O)[nH]c2c1	-9	5%	.	5	.	-8%	.	7%	8	-1%	-0.8%
CN(CC(=O)Nc1ccc(Cl)c(Cl)c1)C(=O)c1cccc2cccnc12	16	-1%	.	2	.	-11%	.	7%	-2	4%	0.0%
Cc1ccc2[nH]c3c(=O)n(Cc4ccncc4)cnc3c2c1	8	5%	-4%	-22	3	-7%	4%	-27%	14	0%	0.2%
CCOC(=O)C1(CCc2ccccc2)CCN(C(=O)CCc2cnn(C)c2)CC1	-13	-2%	-4%	12	4	-18%	1%	2%	-1	2%	-0.8%
Cc1ccc(NC(=O)C(=O)NC2CCCCC2)cc1	7	5%	-4%	-26	0	?	-3%	2%	3	2%	0.1%
O=C(c1ccccc1)N1CCN(C(=O)c2cc3ccccc3o2)CC1	1	-6%	3%	-5	4	0%	0%	-26%	-6	3%	-0.3%
Cc1ccc(S(=O)(=O)N2CCC(C(=O)NCCC3=CCCCC3)CC2)c(C)c1	-2	-4%	.	-1	.	-4%	.	4%	-5	-1%	0.6%
O=C(c1nc[nH]c1C(=O)N1CCc2ccccc2C1)N1CCc2ccccc2C1	16	-1%	.	7	.	4%	.	-33%	-11	-2%	0.2%

Compounds were not picked by outcome. About 2.4% of those tested had a hit in this group.
